# BRCA1 expr up – qHTS Assay to Identify Small Molecule Activators of BRCA1 Expression; MCF7-BRCA1-FFLuc reporter, luminescence, 48 h; response scale: scaled: vehicle 0%, 10 µM genistein 100%; Potency, µM (titrated, usually from 46.1 µM), inactives show top-dose activation, most hits filed as activators; 380,000 compounds, 1.1% hits; further: nearly all actives have a fitted effect of over 80% in size; some results filed as inactive show a strong effect at the top dose
#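 48 h compound treatment of MCF7-BRCA1-FFLuc cells (phenol-red free MEM, 37 °C), then 15 min with luciferase substrate and luminescence imaging.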
# Rab9 promoter act – qHTS Assay for Rab9 Promoter Activators; Huh7 Rab9 promoter-luciferase reporter, luminescence, 24 h; Potency, µM (doses to about 9.22 µM), inactives show top-dose activation, negative = inhibition, hits mostly activators; 320,000 compounds, 2.8% hits; AID 485297, 2010; further: % of control where 0% means no effect; nearly all actives have a fitted effect of over 60% in size
#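 Huh7 cells stably carrying a Rab9 promoter-luciferase reporter, 1500 cells per well in OP-MEM I with 10% FBS, treated with compound 24 hours at 37C. Luciferase activity read by luminescence after 10 minutes with Amplite reagent.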
# MBNL1 CUG block – qHTS Assay for Inhibitors of MBNL1-poly(CUG) RNA binding; 280,000 compounds, 0.036% hits; Potency, µM (series often up to 57.5 µM), for the others: at the highest dose activity change, negative = inhibition, actives largely listed as inhibitors; Muscleblind-like protein 1 (Homo sapiens), Q9NR56; TR-FRET MBNL1-His/biotin-(CUG)12 binding, 665/545 ratio; active means well fitted inhibition curve with a large enough effect in the signal ratio, with a control signal flat, not every such curve was filed as active; inconclusive means small, poorly fitted or top-dose-only effect, or effect the other way, or a change in a side signal; inactive means no such curve, though single readings can be large or run the other way; the % refers to the signal ratio; further: on the % scale 0 is the no-effect control and ±100 the full control effect
# Target sequence (Q9NR56 whole entry, looked up): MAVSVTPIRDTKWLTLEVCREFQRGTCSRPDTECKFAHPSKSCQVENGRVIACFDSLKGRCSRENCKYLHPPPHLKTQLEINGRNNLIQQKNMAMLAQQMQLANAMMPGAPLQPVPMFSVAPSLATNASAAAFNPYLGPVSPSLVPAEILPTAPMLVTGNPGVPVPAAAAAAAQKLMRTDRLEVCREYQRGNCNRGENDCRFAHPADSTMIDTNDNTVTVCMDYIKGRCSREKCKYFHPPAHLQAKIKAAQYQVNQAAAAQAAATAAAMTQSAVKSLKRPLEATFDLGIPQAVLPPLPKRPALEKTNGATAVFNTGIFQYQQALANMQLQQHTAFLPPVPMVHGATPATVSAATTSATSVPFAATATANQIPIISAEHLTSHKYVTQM
#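 His-tagged MBNL1 binding to biotinylated (CUG)12 RNA was measured by TR-FRET using terbium anti-His antibody (0.055 ng/ul final) and streptavidin-XL665 (5 nM final). Compounds were titrated 92 nM to 58 uM; 60 min at room temperature.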
# p53 reactivation – qHTS assay for re-activators of p53 using a Luc reporter | 320,000 compounds, 0.063% hits | Potency, µM (series often up to 92.2 µM), inactives show at the top dose activity change, positive = activation, usual class: activators | H1299 p53-A138V BP100-luciferase reporter, luminescence, 24 h; further: % of control where 0% means no effect; nearly all actives have a fitted effect of over 45% in size
#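 H1299 (p53-null), stable ts p53-A138V + BP100-Luc; 1000 cells/well, Opti-MEM/10% FBS; cpd 4 pt, 1:5; 24 h, 37 deg C, 5% CO2; detection reagent 10 min RT; luminescence.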
# FLuc modulator – qHTS profiling assay for firefly luciferase inhibitor/activator using purifed enzyme and Km concentrations of substrates (counterscreen for miR-21 project). Luciferin 4-monooxygenase (Photinus pyralis), P08659. purified FLuc, Km substrates, luminescence inhibition. Potency, µM (series often up to 57.5 µM), for the others: at the top dose activity change, negative = inhibition, hits mostly inhibitors. 360,000 compounds, 6.9% hits;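 further: plate controls were vehicle for no effect and reference inhibitor for full effect; nearly all actives have a fitted effect of over 55% in size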
# Target sequence (P08659 whole entry, looked up): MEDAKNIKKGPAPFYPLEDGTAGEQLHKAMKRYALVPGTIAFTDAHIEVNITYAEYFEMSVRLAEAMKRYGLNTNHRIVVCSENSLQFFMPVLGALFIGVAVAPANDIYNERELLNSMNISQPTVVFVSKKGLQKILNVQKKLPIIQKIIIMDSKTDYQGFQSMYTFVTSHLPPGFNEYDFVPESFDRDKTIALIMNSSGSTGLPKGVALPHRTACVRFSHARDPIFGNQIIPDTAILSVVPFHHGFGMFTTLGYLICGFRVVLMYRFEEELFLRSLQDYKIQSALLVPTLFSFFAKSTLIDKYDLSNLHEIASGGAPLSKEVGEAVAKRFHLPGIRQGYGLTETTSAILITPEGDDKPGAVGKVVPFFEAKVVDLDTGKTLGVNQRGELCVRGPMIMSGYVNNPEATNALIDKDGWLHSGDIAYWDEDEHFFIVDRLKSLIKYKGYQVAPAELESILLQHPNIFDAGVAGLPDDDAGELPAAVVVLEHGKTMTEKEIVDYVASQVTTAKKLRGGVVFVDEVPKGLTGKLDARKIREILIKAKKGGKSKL
#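 Purified P. pyralis luciferase, 10 nM final, with Km-level 10 uM D-luciferin and 10 uM ATP in 50 mM Tris acetate pH 7.5, 10 mM Mg acetate, 0.01% Tween-20, 0.05% BSA; 6-point qHTS titration about 60 µM downward; luminescence read.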
# NPC1 promoter act – qHTS Assay for NPC1 Promoter Activators. Huh7 NPC1 promoter luciferase reporter, 24 h. Potency, µM (doses to about 9.22 µM), for inactives: at the highest dose activation, usual class: activators. 320,000 compounds, 2.4% hits. AID 485313, 2010;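 further: % of control where 0% means no effect; nearly all actives have a fitted effect of over 60% in size; reporter is driven by a mutant NPC1 promoter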
#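 Compounds in DMSO were transferred onto Huh7 NPC1-luciferase reporter cells pre-incubated 2 h; after 24 h at 37 °C, Amplite reagent was dispensed and luminescence recorded 10 min later.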
# ELG1 genotox – qHTS screen for small molecules that induce genotoxicity in human embryonic kidney (HEK293T) cells expressing luciferase-tagged ELG1. HEK293T ELG1-luciferase reporter, luminescence, 16 h. Potency, µM (series often up to 46 µM), without a hit: at the highest dose activity change, positive = activation, hits mostly activators. 330,000 compounds, 1.3% hits. AID 504466, 2011; further: % of control where 0% means no effect; nearly all actives have a fitted effect of over 60% in size
#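 Cells (2,000/well) expressing the ELG1-luciferase fusion are dosed by pin tool and kept 16 hr at 37 °C, 5% CO2. Signal comes from ONE-Glo luciferase reagent after 30 min at room temperature.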
# VP16 counter – VP16 counterscreen qHTS for inhibitors of ROR gamma transcriptional activity; Potency, µM (highest dose often 53.6 µM), without a hit: top-dose activity, negative = inhibition, actives largely listed as inhibitors; 310,000 compounds, 3.5% hits; Drosophila S2 Gal4-VP16 UAS-luciferase, luminescence, 20 h;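 further: Gal4-VP16 expression switched on by copper sulfate through the metallothionein promoter; on the % scale 0 is the no-effect control and ±100 the full control effect; nearly all actives have a fitted effect of over 50% in size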
# uPA generation – qHTS for Inhibitors of Cell Surface uPA Generation. cell surface uPA generation assay, qHTS. 330,000 compounds, 0.31% hits. AID 540303, 2011. Potency, µM (series often up to 38.3 µM), for the others: at the highest dose activity change, negative = inhibition, actives largely listed as inhibitors; active means well fitted inhibition curve with a large enough effect; inconclusive means small, poorly fitted or top-dose-only effect; inactive means no such curve, though single readings can be large or run the other way; tested in mouse RAW 264.7 cells; further: on the % scale 0 is the no-effect control and ±100 the full control effect; nearly all actives have a fitted effect of over 55% in size
# RORgamma inh – qHTS for inhibitors of ROR gamma transcriptional activity; Nuclear receptor ROR-gamma (Mus musculus), P51450; Potency, µM (highest dose often 53.6 µM), for inactives: at the highest dose activity change, negative = inhibition, most hits filed as inhibitors; 310,000 compounds, 5.4% hits; Drosophila S2 Gal4-RORgamma UAS-luciferase reporter, 20 h; further: on the % scale 0 is the no-effect control and ±100 the full control effect; nearly all actives have a fitted effect of over 60% in size
#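 Read-out: Photinus luciferase luminescence; inhibitors lower reporter signal. Insect Schneider cells with Gal4-ROR gamma fusion under metallothionein promoter, UAS reporter; 700 uM final copper sulfate induction, 20 hr, ambient temperature.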
# Starred values were filed as active, the others as inactive; ? = inconclusive; . = not tested or not shown; & = joins results of further samples; [ ] = remark or other dose. Unless noted, the call rests on the fitted dose curve; in most records, active means well fitted curve in the direction sought with a large enough effect; inconclusive means small, poorly fitted or top-dose-only effect, or another doubt; inactive means no such curve, though single readings can be large; an effect the other way counts as inactive or inconclusive. Potency means the concentration at half of the fitted maximal effect. Compounds as they come (roughly 13% active in at least one column).
SMILES,BRCA1 expr up,Rab9 promoter act,MBNL1 CUG block,p53 reactivation,FLuc modulator,NPC1 promoter act,ELG1 genotox,VP16 counter,uPA generation,RORgamma inh
O=C(NCCCCc1ccccc1)C1CC(c2ccc([N+](=O)[O-])cc2)=NO1 (stereo unspecified),4%,-3%,?,12%,0%,0%,0%,7%,-2%,26%
O=C(Oc1cccc2ccccc12)c1ccncc1,-33%,-5%,9%,1%,1%,-5%,-5%,-17%,-6%,0%
O=C(Oc1cccc(Br)c1)c1cccnc1,-16%,3%,8%,2%,-15%,-1%,0%,3%,-3%,-16%
CC(=O)c1cccc(NC(=O)C2CCN(C(=O)c3ccc([N+](=O)[O-])cc3)CC2)c1,25%,-8%,?,-4%,-1%,-1%,-7%,-3%,6%,16%
COc1ccccc1N1CCN(S(=O)(=O)c2c(C)[nH]c(C)c2C(=O)N2CCCCC2)CC1,-5%,-2%,-3%,-19%,2%,-1%,0%,-12%,-3%,1%
CCOC(=O)c1cc(-c2ccc(Cl)s2)nc2c1c(C)nn2C,.,-9%,25%,?,9%,-1%,0%,-9%,.,30%
CCOC(=O)N1CCN(C(=O)C2CC(=O)N(Cc3ccc(OC)cc3)C2)CC1 (stereo unspecified),2%,-1%,1%,-8%,-2%,0%,-5%,-22%,-3%,-7%
CC1CCN(C(=S)c2cn(Cc3ccc(F)cc3)c3ccccc23)CC1,-27%,7%,-22%,-5%,6%,-3%,-7%,11µM*,7%,5µM*
O=C(Cn1cnc2c(NCc3ccccc3)ncnc21)NCCCN1CCCC1=O,-5%,.,.,-1%,.,.,5%,.,-1%,.
O=S(=O)(c1ccc(C(F)(F)F)cc1)N1CCN(CCc2ccccc2)CC1,-15%,2%,-3%,2%,0%,-1%,-1%,-7%,6%,14%
CC(C)Oc1cccc(C(=O)N/N=C/c2coc3ccccc3c2=O)c1,30%,-2%,-3%,-11%,-14%,-2%,-5%,-9%,-1%,?
CCn1c2ccc(OC)cc2c2nc3ccccc3nc21,-12%,5%,11%,-17%,-21%,-1%,-1%,?,-4%,-37%
CCOC(=O)[C@@H]1[C@H]2COc3ccc(Br)cc3[C@@H]2N2C(=O)N(c3ccc(OC)cc3)C(=O)[C@]12C,0%,-1%,-7%,.,2%,-6%,5%,-3%,8%,0%
CCCCC1S/C(=N/N=C/c2ccc(OC)cc2)N(Cc2ccc(OC)cc2)C1=O (stereo unspecified),-15%,-2%,9%,-4%,0%,-1%,-2%,-4%,3%,2%
CC1CCc2c(sc(NC(=O)COC(=O)C3CCCO3)c2C#N)C1 (stereo unspecified),19%,22%,8%,16%,?,12%,17%,8%,-9%,19%
Cc1ccc(-c2csc(NC(=O)COC(=O)c3cccc(S(=O)(=O)N4CCOCC4)c3)n2)cc1,5µM*,2.5µM*,-12%,?,11µM*,3.2µM*,?,9%,-9%,-1%
Cc1ccc(C(=O)CCC(=O)Nc2ccccc2F)cc1,37%,17%,1%,12%,?,14%,14%,22%,?,-33%
CCN(CC)CCCNC(=O)c1cc2nc(-c3ccccc3)cc(C(F)(F)F)n2n1,-28%,5%,?,.,5%,3%,5%,8%,11%,23%
CC(=O)Nc1ccccc1C(=O)C(=O)O,-25%,0%,?,-3%,-2%,2%,1%,-5%&-9%,1%,4%&-24%
COc1ccc(CCn2nnnc2C(C(C)C)N2CCN(c3ncccn3)CC2)cc1OC (stereo unspecified),-35%,-2%,-2%,-42%[inhibitor],1%,-4%,-8%,-4%,11%,37%
O=C(N/N=C/C=C/c1ccco1)c1cnccn1,0%,3%,?,6%,-5%,-2%,3%,5%,0%,4%
Cc1ccc(O)c(C(=O)/C=C/c2ccc3c(c2)OCCO3)c1,?,?,-7%,18%,24µM*,8%,0%,7%,-17%,?
COc1ccc(Cl)cc1N1C(=O)C2CCCN2C1c1ccccc1F (stereo unspecified),-9%,6%,-2%,0%,5%,1%,12%,2%,-5%,-25%
O=C(Nc1ccc2[nH]c(=O)[nH]c2c1)c1cc(F)c(F)cc1Cl,-25%,-3%,-6%,0%,2%,0%,4%,12%,3%,10%
CCOC(=O)c1nn(-c2ccccc2)c(=O)cc1OCC(=O)Nc1cccc(OC)c1,-6%,-2%,.,4%,-1%,-4%,0%,.,4%,.
FC(F)(F)c1nc(NCc2cccnc2)c2ccccc2n1,-8%,-1%,-2%,17%,1%,-2%,-5%,0%,-4%,?
Cc1cccc(/C=C(\C(=O)O)c2ccc(S(=O)(=O)N3CCCC3)s2)c1,1%,.,.,-1%,.,.,0%,.,4%,.
C=CCN1C(=O)C(CC(=O)NCC)SC1=Nc1cc(Cl)ccc1Cl (stereo unspecified),-44%,5%,-9%,.,9%,1%,8%,-1%,-1%,13%
O=C(CCC(=O)c1ccc(F)cc1)Nc1cccnc1,-11%,2%,3%,15%,1%,-4%,1%,0%,0%,?
COc1ccccc1N(CC(O)CN1CCOCC1)S(=O)(=O)c1ccccc1 (stereo unspecified),2%,-6%,-6%,2%,0%,6%,-3%,-7%,0%,-15%
COc1ccccc1NC(=O)C(C)Sc1nnnn1C (stereo unspecified),-17%,5%,-13%,-2%,6%,11%,6%,7%,1%,1%
COc1ccc(OC)c(-c2nnc(SCC(=O)N3CCCC3)o2)c1,-24%,4%,5%,-8%,0%,-1%,5%,-2%,-2%,-25%
Cc1ccc(CNC(=O)CCCn2nc(C)c3c(C)n(-c4ccccc4)nc3c2=O)cc1,-11%,-4%,-2%,-4%,0%&-15%,-6%,0%,-13%,0%,10%
Cc1cc(C)c(OCCCCn2cnc3ccccc3c2=O)c(C)c1,-5%,-4%,-3%,1%,-11%,-3%,-3%,-4%,.,26%
O=C(NC1CCCCC1)C(c1ccncc1)N(Cc1ccc2c(c1)OCO2)C(=O)C(F)(F)F (stereo unspecified),-10%,17%,-5%,3%,5%,-4%,2%,-6%,5%,-21%
CS(=O)(=O)N1CCC(C(=O)NCc2ccc(Cl)cc2)CC1,-3%,8%,-11%,-1%,0%,-1%,3%,-6%,0%,39%
CC(=O)Nc1ccc(OCc2ccc(S(=O)(=O)Cc3ccccc3)cc2)cc1,-1%,-15%,4%,-2%,3%,-5%,17%,6%,2%,0%
O=C(NC1CCN(Cc2ccccc2)CC1)c1cccc(OC(F)F)c1,-37%,2%[1.84 µM],4%,-7%,0%,-4%,-2%,1%,1%,24%
CCC(C)c1ccccc1N1CC(C(=O)Nc2ccc(S(=O)(=O)N3CCOCC3)cc2)CC1=O (stereo unspecified),-27%,2%,.,-2%,-2%,-4%,-5%,.,1%,.
COc1ccccc1CC(=O)N1CCN(c2ccc([N+](=O)[O-])cc2)CC1,-9%,-8%,?,-4%,1%,-10%,0%,0%,-8%,24%
CC(C)CC(=O)Nc1ccccc1Oc1ccccc1,-33%,-3%,-2%,6%,13%,1%,-2%,6%,-3%,38%
COc1cccc(CNC(=S)Nc2cc(C)cc(C)c2)c1,-24%,-5%,-2%,-4%,-8%,-2%,-2%,-16%[10 µM],2%,4.5µM*
CCC1CN(C(=O)Nc2cccc(C)c2)c2cc(C)ccc2O1 (stereo unspecified),0%,-1%,-3%,-1%,3%,0%,-4%,-6%,6%,21%
O=C(C1CCCN(Cc2cccc(Cl)c2)C1)N1CCCCC1 (stereo unspecified),-14%,-7%,-20%,-2%,-2%,0%,-3%,8%,-18%,15%
Cc1ccc(S(=O)(=O)N(C)CC(=O)OCC(=O)NCCN2C(=O)CSC2=O)cc1,-1%,-3%,.,-2%,1%,-4%,2%,.,1%,.
COc1cccc(OC)c1C(=O)Nc1ccc(N2CCN(C(=O)c3cccs3)CC2)cc1,-19%,-1%,-3%,.,3%,2%,-3%,.,-20%,.
O=[N+]([O-])c1ccc(S(=O)(=O)Nc2cccc(-c3ccc(N4CCCC4)nn3)c2)cc1,-1%,0%,.,10%,12µM*,-2%,?,.,-19%,.

# Ordered by formula weight (rising): some entries from above
SMILES,BRCA1 expr up,Rab9 promoter act,MBNL1 CUG block,p53 reactivation,FLuc modulator,NPC1 promoter act,ELG1 genotox,VP16 counter,uPA generation,RORgamma inh
COc1cccc(CNC(=S)Nc2cc(C)cc(C)c2)c1,-24%,-5%,-2%,-4%,-8%,-2%,-2%,-16%[10 µM],2%,4.5µM*
CC1CCc2c(sc(NC(=O)COC(=O)C3CCCO3)c2C#N)C1 (stereo unspecified),19%,22%,8%,16%,?,12%,17%,8%,-9%,19%
COc1ccccc1N(CC(O)CN1CCOCC1)S(=O)(=O)c1ccccc1 (stereo unspecified),2%,-6%,-6%,2%,0%,6%,-3%,-7%,0%,-15%
